# Screens (PubChem BioAssay)
# NPR2 activator: human GC-B receptor activators, primary screen, HEK293 GC-B cells, cGMP TR-FRET, EC30 CNP; Atrial natriuretic peptide receptor 2 (Homo sapiens), P20594; 0% at EC30 CNP, 100% saturating CNP; activation, % at 10 µM; 370,000 tested, 0.11% active; AID 1920062, 2024;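 active means activation at 10 µM reaching about 35% in either raw or pattern-adjusted values, limit read from the data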
# TCR-CD3 inh: inhibitors of human TCR-CD3 interaction, primary screen, biochemical, fluorescence, TAMRA-labeled TCR probe; inhibition, % at 9.4 µM; 360,000 tested, 0.37% active; T-cell receptor (TCR); AID 651800, 2012; in the data active means inhibition above about 19%;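 further: recombinant mutant TCR 2C K166C tagged with TAMRA read by polarization; 0% = receptor in buffer alone and 100% = receptor with positive control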
# SIAE inh: human SIAE inhibitors, primary screen, biochemical, fluorescence polarization, FP-Rh probe, 1536-well HTS; SIAE FP-Rh probe binding; inhibition, % at 9.66 µM; 370,000 tested, 0.69% active; AID 1053197, 2014;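 active means inhibition above a cutoff: mean of compounds within the control limits plus 3 SD of those, cut at about 17% in these data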;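 further: 0% = plate median of compound wells and 100% = probe without SIAE protein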
# HTRA1 inhibitor: HTRA1 serine protease inhibitors, primary screen, biochemical, fluorescence polarization, HTS. AID 504803, 2011. recombinant HTRA1, FP-rhodamine activity-based probe. 340,000 tested, 0.5% active. inhibition, % at 5.96 µM; in the data active means inhibition above about 36%;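 further: 0% = enzyme with DMSO and 100% = wells lacking enzyme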
# UHRF1 MBD2 ctr: UHRF1 methylated DNA binding inhibitors, primary screen, counter-screen for MBD2 inhibitor project, biochemical, TR-FRET, human UHRF1, single concentration. UHRF1 binding to methylated oligo. inhibition, % at 4.4 µM. AID 687016, 2013. E3 ubiquitin-protein ligase UHRF1 (Homo sapiens), Q96T88. 370,000 tested, 0.75% active; in the data active means inhibition above about 21%;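 further: UHRF1 SRA domain binding a hemimethylated CpG hairpin DNA probe; 0% = median of test compound wells and 100% = reference inhibitor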
# MBD2 inh: inhibitors of MBD2 binding to methylated DNA, primary screen, biochemical, TR-FRET, DNA-binding domain, human; inhibition, % at 4.4 µM; MBD2 binding to methylated oligonucleotide; 370,000 tested, 0.31% active; in the data active means inhibition above about 13%
# ABHD4 inh: ABHD4 inhibitors, primary screen, biochemical, fluorescence polarization, mouse. inhibition, % at 8.92 µM. 370,000 tested, 0.54% active. (Lyso)-N-acylphosphatidylethanolamine lipase (Mus musculus), Q8VD66. purified mABHD4, FP-Rh probe fluorescence polarization. AID 720543, 2013;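 active means inhibition exceeding the mean over every tested compound plus 3 SD, cut at about 30% in these data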;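 further: 0% = plate median of compound wells and 100% = S159A mutant with DMSO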
# Target sequence (Q8VD66 whole entry, looked up): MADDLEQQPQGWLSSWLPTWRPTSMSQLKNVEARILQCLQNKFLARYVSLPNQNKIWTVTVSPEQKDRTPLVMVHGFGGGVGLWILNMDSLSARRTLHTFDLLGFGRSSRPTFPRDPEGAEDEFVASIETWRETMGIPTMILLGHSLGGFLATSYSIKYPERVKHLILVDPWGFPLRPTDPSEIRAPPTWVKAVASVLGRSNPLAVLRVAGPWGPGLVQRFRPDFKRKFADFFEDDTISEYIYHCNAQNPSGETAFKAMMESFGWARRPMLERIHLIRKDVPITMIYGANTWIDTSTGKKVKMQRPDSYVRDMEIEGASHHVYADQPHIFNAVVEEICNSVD
#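 Test system: mouse ABHD4 enzyme, wild type. Reagent: FP-Rh fluorescent activity-based probe, added after compound pre-incubation. Timing: pre-incubation 45 min, probe exposure 60 min, at 25 °C. Technique: FP readout, ex 525 nm / em 598 nm. Benchmarks: high control S159A mutant with DMSO, low control median of compound wells.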
# PRMT1 inh: PRMT1 methyltransferase inhibitors, primary screen, biochemical, fluorescence polarization. Protein arginine N-methyltransferase 1 (Homo sapiens), Q99873. recombinant PRMT1, activity-based probe fluorescence polarization. inhibition, % at 2.79 µM. 370,000 tested, 1.3% active. AID 652257, 2013;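 active means inhibition above about 21% made by adding two undisclosed values, limit read from the data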
# Target sequence (Q99873 whole entry, looked up): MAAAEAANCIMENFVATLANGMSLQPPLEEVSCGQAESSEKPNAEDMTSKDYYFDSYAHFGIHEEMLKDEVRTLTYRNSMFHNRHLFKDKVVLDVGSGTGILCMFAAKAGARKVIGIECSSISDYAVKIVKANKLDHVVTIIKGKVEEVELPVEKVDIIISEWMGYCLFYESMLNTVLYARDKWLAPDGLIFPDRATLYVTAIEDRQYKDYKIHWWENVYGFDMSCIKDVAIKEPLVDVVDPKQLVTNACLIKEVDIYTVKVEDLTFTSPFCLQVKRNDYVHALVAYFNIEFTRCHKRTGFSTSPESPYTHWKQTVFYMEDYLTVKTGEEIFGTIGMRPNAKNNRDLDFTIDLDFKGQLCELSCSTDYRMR
# rCAG RNA binder: binders of r(CAG) RNA repeats, primary screen, biochemical, fluorescence; r(CAG) RNA repeat, TO-PRO-1 dye displacement fluorescence; inhibition, % at 3 µM; 370,000 tested, 1.3% active; AID 651821, 2012;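 active means inhibition above the plate cutoff, the mean of all test compounds on that plate plus 3 SD, cut at about 35% in these data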;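 further: 0% = DMSO alone and 100% = 100 µM mitoxantrone as full dye displacement; higher means more dye released from RNA so lower well fluorescence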
# GC-A act: GC-A stimulated cGMP production enhancers – HEK293 GC-A cells, cGMP TR-FRET, EC30 ANP, primary screen; 0% at EC30 ANP, 100% saturating ANP; activation, % at 10 µM; 370,000 tested, 0.14% active; AID 1671463, 2021; in the data active means activation above about 40%
# Starred values were filed as active, the others as inactive; · = not tested or not shown.
SMILES,NPR2 activator,TCR-CD3 inh,SIAE inh,HTRA1 inhibitor,UHRF1 MBD2 ctr,MBD2 inh,ABHD4 inh,PRMT1 inh,rCAG RNA binder,GC-A act
COc1ccc(OC)c(CCNC(=O)Cc2ccc(NC(=O)C3=C(C)OCCS3)cc2)c1,3.9,-2.5,0.8,0.8,0.9,-7.7,-1.8,-4.5,1.0,-3.6
O=C(CN1C(=O)NC2(CCCCC2)C1=O)Nc1cc(C(F)(F)F)ccc1N1CCCC1,5.1,3.8,11.4,-6.5,-1.3,-1.3,0.2,1.0,-7.3,0.1
CCn1c(SCC(=O)Nc2cccc(C)c2)nc2c(c1=O)SC(C)C2 (stereo unspecified),-9.2,8.6,-0.9,-2.0,-0.3,-1.1,1.3,0.3,1.7,-5.5
O=C(NCc1ccccc1)C1c2ccccc2OCC(=O)N1CC(F)(F)F (stereo unspecified),-8.2,-0.1,5.4,·,1.3,-2.1,0.4,2.3,3.1,-8.4
COC(=O)c1ccc(C(C2C(=O)CC(C)(C)CC2=O)C2C(=O)CC(C)(C)CC2=O)cc1,-3.6,-1.6,1.6,-4.1,-0.7,-3.7,3.3,4.2,0.6,0.1
COc1cccc(CNC(=O)CCC(=O)N2CC(C)Oc3ccccc32)c1OC (stereo unspecified),-4.2,-2.2,7.8,8.0,-0.4,-1.3,2.1,-2.1,-2.7,3.1
Fc1cccc(Nc2nc(N3CCOCC3)nc(N3CCOCC3)n2)c1,-3.5,-7.9,-9.4,-0.8,0.4,6.3,2.5,5.2,-7.7,2.9
COc1cccc(C(=O)Nc2c(F)cccc2F)c1,-0.9,-2.8,-3.6,-3.1,2.1,5.4,-11.0,6.6,0.7,-4.8
CCN(CC)C(=O)N1CCC(NC(=O)c2ccccc2)CC1,2.6,-1.3,-3.8,5.1,1.7,1.3,-0.6,-0.9,-2.8,2.3
CC(C)(C)c1cnnn1-c1ccc(NC(=O)c2ccc3c(c2)OCO3)cc1,3.8,2.3,1.8,-15.0,-1.3,-0.6,-0.8,0.3,-1.2,5.0
COC(=O)C1(C(=O)OC)C/C=C\CN(S(=O)(=O)c2ccccc2[N+](=O)[O-])CCC1,0.0,-2.2,-0.4,·,4.9,-2.1,-4.7,0.7,2.6,-1.1
O=C(CSc1n[nH]c(=O)n1-c1ccc2c(c1)OCCO2)Nc1ccccc1,-1.6,3.0,6.7,-1.1,27.4*,-2.4,-0.5,-5.6,-1.6,1.7
COc1ccc(-c2n[nH]c(C)c2-c2cc(OC)ccc2O)cc1,-6.7,-1.2,14.7,0.3,3.0,-5.5,3.0,8.1,4.2,-4.7
COc1ccc(C(NC(N)=O)c2ccccc2)cc1 (stereo unspecified),-4.5,-4.9,5.7,0.9,3.4,-0.1,7.0,0.9,-0.7,-1.7
CCOC(=O)C1=C(COC(=O)[C@H](C)NS(=O)(=O)c2ccc(NC(C)=O)cc2)NC(=O)NC1C (stereo partly specified),2.5,-5.0,1.0,4.7,-0.8,-1.1,4.1,1.6,-0.8,3.5
Cc1ccsc1C(=O)OCC(=O)NCCNC(=O)COC(=O)c1sccc1C,-6.2,-0.1,-3.1,6.9,1.7,1.0,2.8,-4.0,-0.7,0.9
COCCNC(=O)[C@]1(C#N)CC(=O)N(C)[C@@H]1c1ccccc1,-1.5,·,0.8,·,-0.7,-0.5,-0.5,-1.0,-0.4,4.3
O=C(Nc1nccs1)C1CC(=O)N(c2ccc(Cl)cc2)C1 (stereo unspecified),-0.2,-1.6,-0.4,-8.2,0.3,-3.4,-1.7,-0.4,-0.4,-2.0
O=Cc1ccc(C(=O)OCC(=O)NCc2ccco2)cc1,1.6,5.5,-0.5,-8.4,-0.2,-3.7,-11.1,1.1,14.0,-2.3
COc1ccccc1NC(=O)Nc1ccccc1N1CCOCC1,-2.3,4.4,2.2,3.6,-0.8,1.8,-1.3,-2.1,-4.4,1.0
Cc1ccc(C)c(C(=O)COC(=O)C(C)N2C(=O)C3C4CCC(C4)C3C2=O)c1 (stereo unspecified),5.6,7.7,2.0,-3.1,-0.6,4.4,1.5,0.8,-9.1,5.7
COc1ccc2[nH]c(O)c(NC(C)=O)c2c1,4.0,1.3,1.1,-1.8,-6.0,-2.5,2.9,-0.2,-0.9,0.2
COc1cccc(CNC(=O)c2ccc(N3CCOCC3)c([N+](=O)[O-])c2)c1,6.2,-0.3,-1.5,-6.4,-1.5,-6.1,0.2,2.4,-1.1,9.5
CCn1c(SCC(=O)N2CCCC2)nnc1-c1ccco1,5.7,-3.7,1.8,13.5,0.2,-4.3,4.2,-1.8,0.1,-0.1
O=C1OCCC1N1C(=O)c2ccccc2S1(=O)=O (stereo unspecified),6.5,7.6,-0.8,3.6,-0.9,-2.7,-1.3,-1.7,2.7,-3.2
Cc1ccsc1C(=O)N1CCCC(C)(C(=O)O)C1 (stereo unspecified),-0.1,2.7,1.5,·,-2.6,-4.8,4.0,-0.6,1.9,-1.2
COC(=O)C(NC(C)=O)(Nc1nc2c(C)cc(C)cc2s1)C(F)(F)F (stereo unspecified),3.6,7.1,-1.6,-4.4,2.3,1.9,-2.1,2.5,-1.5,-5.5
O=C1CCCCN1CC(=O)N1CCCC(Nc2ccc(F)c(F)c2)C1 (stereo unspecified),4.9,-1.2,3.8,2.8,-0.6,-5.9,-2.7,0.8,-5.1,2.8
COc1cccc(CNc2ccc(C(=O)O)cc2)c1OCc1ccccc1,10.2,6.1,0.5,-6.8,0.4,2.6,-2.4,-3.3,-1.2,7.0
CNC(=S)NNC(=O)CCn1nc(C)c(Br)c1C,4.1,-1.4,5.3,-2.3,-4.4,0.8,9.3,-2.1,-1.3,0.7
CC(=O)N1CCN(c2ccccc2NC(=O)c2cccs2)CC1,-0.9,0.0,4.1,0.6,0.2,-4.1,-0.8,-3.2,-5.6,-0.8
CCOc1cc(C(=O)OCC(=O)Nc2cc(C)on2)cc(OCC)c1OCC,-3.1,1.8,-1.5,0.2,-5.2,-9.8,1.2,-0.7,-2.9,-0.3
Cc1ccc(N2C(=O)[C@@H]3C(C(=O)CN4C(=O)c5ccccc5C4=O)=NN[C@@H]3C2=O)c(C)c1,3.2,13.6,4.4,·,-1.9,-9.4,0.8,-1.4,6.8,-1.6
Cc1ccc(S(=O)(=O)NCC(=O)OCC(=O)c2ccc(Br)s2)cc1,-7.6,0.1,-0.7,-5.8,0.0,-2.8,-5.2,-1.2,5.3,5.1
[N-]=[N+]=N[C@@H](CCN1CC[C@H](NC(=O)OCc2ccccc2)CCC1=O)c1ccccc1,-2.7,2.5,10.2,5.3,2.1,-2.7,0.7,-1.1,-9.9,0.2
Cc1ccc(CCNC(=O)c2coc3nc4ccccc4nc23)cc1,-14.2,-11.2,-6.5,-5.1,-0.8,-5.2,-3.7,3.7,9.8,-1.2
COc1c(Br)cc([N+](=O)[O-])c(OC)c1C(=O)NC(=O)Nc1cc(Cl)cc(Cl)c1,-7.8,-11.2,-3.1,3.5,1.1,-3.0,2.3,0.8,5.4,-10.6
COc1ccc(C)cc1S(=O)(=O)N1CCC(C(=O)N2CCN(C)CC2)CC1,1.2,6.4,3.5,2.5,0.1,-1.1,7.1,3.9,-1.1,2.3
CCN(CC)CCN1C(=O)C2C(C(=O)Nc3ccc(C(C)C)cc3)C3C=CC2(O3)C1C(=O)NC1CCCCC1 (stereo unspecified),1.7,-10.1,-9.9,1.9,8.5,8.9,-14.6,7.2,2.0,4.1
Cc1cc(C)n2c(SCC#N)nnc2n1,1.6,-3.7,-1.6,7.1,0.4,1.3,2.1,-0.1,0.0,1.9

# Profiles from above. Screens in order: NPR2 activator, TCR-CD3 inh, SIAE inh, HTRA1 inhibitor, UHRF1 MBD2 ctr, MBD2 inh, ABHD4 inh, PRMT1 inh, rCAG RNA binder, GC-A act
# `Cc1ccc(N2C(=O)[C@@H]3C(C(=O)CN4C(=O)c5ccccc5C4=O)=NN[C@@H]3C2=O)c(C)c1` as listed: 3.2, 13.6, 4.4, ·, -1.9, -9.4, 0.8, -1.4, 6.8, -1.6
# `COc1c(Br)cc([N+](=O)[O-])c(OC)c1C(=O)NC(=O)Nc1cc(Cl)cc(Cl)c1` as listed: -7.8, -11.2, -3.1, 3.5, 1.1, -3.0, 2.3, 0.8, 5.4, -10.6
# `CC(=O)N1CCN(c2ccccc2NC(=O)c2cccs2)CC1` as listed: -0.9, 0.0, 4.1, 0.6, 0.2, -4.1, -0.8, -3.2, -5.6, -0.8
# `COc1ccc2[nH]c(O)c(NC(C)=O)c2c1` as listed: 4.0, 1.3, 1.1, -1.8, -6.0, -2.5, 2.9, -0.2, -0.9, 0.2

# More entries follow.
SMILES,NPR2 activator,TCR-CD3 inh,SIAE inh,HTRA1 inhibitor,UHRF1 MBD2 ctr,MBD2 inh,ABHD4 inh,PRMT1 inh,rCAG RNA binder,GC-A act
COC(=O)C(C)(C)c1cccnc1C#N,5.3,-2.2,-7.3,7.0,8.1,4.2,5.1,7.4,6.6,5.5
Cc1ccc(O)c(C(=O)CC(=O)c2ccccc2Cl)c1,3.2,-3.9,0.0,0.7,1.4,0.8,3.0,9.1,9.8,0.8
CCOC(=O)C1=C(C)N=c2s/c(=C\C(=O)OC)c(=O)n2C1c1ccc(OC)cc1 (stereo unspecified),7.8,10.1,-10.0,-1.2,-1.7,-0.9,-7.6,1.0,28.5,-1.1
COc1ccc(N(CC(=O)NC2CC3CCC2C3)S(=O)(=O)c2ccc(C)cc2)cc1Cl (stereo unspecified),-12.2,4.5,-1.7,-49.8,21.8*,5.4,6.7,-1.4,3.4,-14.9
COc1ccc(-n2c(SCC(=O)N3CCOCC3)nc(O)c(Cc3ccccc3)c2=O)cc1,3.8,-0.7,0.3,-2.4,0.1,3.1,3.5,5.5,1.3,6.2
Cc1cccc(CNc2ncnc3ccc(-c4ccoc4)cc23)c1,9.1,-7.5,-9.1,-44.0,6.1,0.3,-10.4,-0.2,1.8,12.0
O=C(CSc1nnc(-c2ccncc2)n1-c1ccccc1)Nc1ccc2c(c1)OCCO2,1.9,·,0.3,·,0.3,-4.7,-4.5,5.7,0.3,-5.8
COc1cccc(NC(=O)CN(C)S(=O)(=O)c2ccc3[nH]c(=O)oc3c2)c1,-0.9,4.6,-0.2,3.7,0.9,2.3,-0.2,-1.8,9.2,-1.3
Nc1cccnc1S(=O)(=O)c1ccccc1,-0.7,2.0,-1.8,6.0,-2.2,-2.9,1.8,-1.8,-0.7,-0.5
COc1ccc(OC)c(C(=O)NC(CC(N)=O)c2ccc(NCCN3CCCC3)c([N+](=O)[O-])c2)c1 (stereo unspecified),-4.4,-4.6,-0.3,7.5,-7.6,-13.6,-1.8,-2.1,-1.6,0.6
COC(=O)c1ccc(/C=C/C(=O)OCC(=O)Nc2ncc(Cl)cc2Cl)cc1,-2.6,-2.3,-8.5,0.6,0.3,-4.6,4.0,1.8,5.4,-3.9
OC[C@@H]1CN(Cc2ccccc2)C[C@H](n2cnc3c(NC4CC4)ncnc32)O1,-0.4,0.5,-1.7,·,-0.2,0.4,6.2,-1.5,-0.6,-4.9

# A portion of the library; the hit share may differ from the screen's.
